# Screens from PubChem BioAssay.
# MEKK2 mut-MEK5 = signal of MEK5 binding to mutant human MEKK2 PB1 domain; bead flow cytometry, Alexa488-MEK5 binding to MEKK2 mutant; percent response, % at 10 µM; hit rate 0.35% among 290,000; in the data active = percent response above about 24%, passing the limit was not always enough; also: inactives centre near 1; some results filed as inactive read as strong as hits; reference of the scale not given here
# OXTR agonist = activates the human oxytocin receptor. P30559. CHO-OTR cells, Fluo-8 calcium fluorescence; normalized: DMSO 0%, oxytocin 100%. activation, % at 3 µM. hit rate 0.32% among 320,000. AID 2435;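 active = activation above the mean of all tested compounds plus 3 SD, cutoff set per screening run, cut at about 20% in these data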;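 also: peak over basal fluorescence ratio from a 100 s FLIPR kinetic read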
# PHOSPHO1 inh = inhibitors of human PHOSPHO1 phosphatase. Q8TCT1. recombinant PHOSPHO1, absorbance phosphatase assay. inhibition, % at 13.3 µM. hit rate 1.1% among 290,000. AID 1565; in the data active = inhibition above about 60%
# GalR3 antag = blocks the human galanin receptor 3. HEK293 GalR3-CNG cAMP membrane potential fluorescence; galR3 body fused to GalR1 C-terminus. O60755. hit rate 0.44% among 360,000. AID 651719. inhibition, % at 3 µM;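 active = inhibition above the screen-wide average plus 3 SD, cut at about 13% in these data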;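 also: forskolin and galanin both at EC90 stimulate the cells; cAMP rise reported by CNG channel membrane potential dye signal; 0% = forskolin plus galanin with DMSO and 100% = forskolin alone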
# Target sequence (O60755 1-299 limits assumed): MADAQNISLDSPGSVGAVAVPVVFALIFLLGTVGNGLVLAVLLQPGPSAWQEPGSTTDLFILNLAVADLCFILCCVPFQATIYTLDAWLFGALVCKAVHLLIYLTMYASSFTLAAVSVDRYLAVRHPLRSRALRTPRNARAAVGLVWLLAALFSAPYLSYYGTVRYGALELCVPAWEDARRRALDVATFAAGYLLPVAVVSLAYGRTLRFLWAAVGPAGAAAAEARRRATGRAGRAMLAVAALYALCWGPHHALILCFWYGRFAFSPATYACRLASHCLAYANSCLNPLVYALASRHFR
# MEKK2wt PB1 HTS = raises or lowers MEK5 binding to wildtype human MEKK2 PB1 domain; binding response (% of control), % at 10 µM; hit rate 1.1% among 290,000; bead flow cytometry, Alexa488-MEK5 binding to MEKK2 WT; actives lie on both sides; Q9Y2U5; in the data active = binding response below about 67% or above about 130%
# GPR7 antagonist = blocks human GPR7 receptor signaling; AID 1861; hit rate 1.1% among 290,000; GPR7-expressing cells, fluorescence antagonist assay; inhibition, % at 4.4 µM; P48145; in the data active = inhibition above about 16%, passing the limit was not always enough;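 also: cells stimulated with the agonist NPW; 0% = agonist with vehicle and 100% = vehicle without agonist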
# Target sequence (P48145 whole entry, looked up): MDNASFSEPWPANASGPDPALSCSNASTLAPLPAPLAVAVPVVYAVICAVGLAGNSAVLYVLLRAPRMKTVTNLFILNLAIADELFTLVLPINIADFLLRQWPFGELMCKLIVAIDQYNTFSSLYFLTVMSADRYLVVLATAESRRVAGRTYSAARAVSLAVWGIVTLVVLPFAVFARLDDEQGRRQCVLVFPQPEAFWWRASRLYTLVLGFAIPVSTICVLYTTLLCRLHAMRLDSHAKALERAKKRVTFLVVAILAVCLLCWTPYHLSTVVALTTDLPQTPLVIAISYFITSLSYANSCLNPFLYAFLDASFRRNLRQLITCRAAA
# V1R ag counter = counter-screen for oxytocin receptor agonists: human V1a receptor agonists; P37288; CHO-V1R cells, Fluo-8 calcium fluorescence, agonist mode; 0% DMSO, 100% 3 nM vasopressin; activation, % at 3 µM; hit rate 0.25% among 320,000;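 active = activation above the mean activation of all tested compounds plus 3 SD, per screening run, cut at about 20% in these data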;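 also: signal is peak over basal fluorescence ratio across a 100 second FLIPR read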
# Target sequence (P37288 whole entry, looked up): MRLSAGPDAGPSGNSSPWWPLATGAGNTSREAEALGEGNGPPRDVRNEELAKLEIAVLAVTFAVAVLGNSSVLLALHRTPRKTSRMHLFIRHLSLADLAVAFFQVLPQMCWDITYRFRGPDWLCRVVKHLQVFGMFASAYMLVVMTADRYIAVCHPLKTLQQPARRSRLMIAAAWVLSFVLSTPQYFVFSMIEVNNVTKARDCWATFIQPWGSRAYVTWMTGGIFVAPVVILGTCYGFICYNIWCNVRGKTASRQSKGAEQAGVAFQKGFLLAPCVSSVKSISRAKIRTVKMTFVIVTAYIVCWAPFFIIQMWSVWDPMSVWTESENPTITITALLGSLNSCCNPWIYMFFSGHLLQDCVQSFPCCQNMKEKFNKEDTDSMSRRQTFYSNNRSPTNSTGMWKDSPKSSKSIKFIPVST
# MEKK3 PB1 HTS = modulators (inhibitors or enhancers) of MEK5 binding to human MEKK3 PB1 domain; bead-based flow cytometry, Alexa488-MEK5 binding to MEKK3; actives lie on both sides; 0 = blocked by unlabeled MEK5, 100 = vehicle; hit rate 1.4% among 290,000; binding response (% of control), % at 10 µM;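 active = binding response more than 3 SD above or below the average of its plate-row segment, actives on both sides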;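 also: Alexa488 bead fluorescence after subtracting the streptavidin-only scavenger bead signal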
# NALP1 yeast inh = blocks the NALP1 inflammasome reconstituted in yeast; S. cerevisiae NALP1/ASC/caspase-1 growth, X-gal OD620, 72 h; inhibition, % at 10 µM; hit rate 0.61% among 280,000; in the data active = inhibition mostly above about 24%, no sharp cut-off; inactive = mostly below about 32%; also: some compounds called inactive have numbers as strong as hits
# Starred values were filed as active, the others as inactive; / = not tested or not shown.
SMILES,MEKK2 mut-MEK5,OXTR agonist,PHOSPHO1 inh,GalR3 antag,MEKK2wt PB1 HTS,GPR7 antagonist,V1R ag counter,MEKK3 PB1 HTS,NALP1 yeast inh
CC1CCN(c2nc3c(c(=O)n(C)c(=O)n3C)n2CCSc2nc3ccccc3o2)CC1,7,/,0,/,109,-4,/,109,7
CCOC(=O)c1ccc(-n2c(C)nc3c(cnn3-c3ccc(Cl)cc3)c2=O)cc1,-2,1.3,5,-3,98,0,1.4,99,17
CN1C(=O)c2ccc(C(=O)NCc3ccccc3)cc2C1=O,-1,-0.7,18,1,101,2,0.1,98,33
Cc1ccccc1NC(=S)NCc1cccn1C,-1,0.7,14,-4,101,-4,-0.1,105,0
O=C(O)CSc1cc(C(=O)c2ccccc2O)cn2c(=O)c3c4c(sc3nc12)CCCC4,12,/,-178,-2,100,-7,/,112,/
COc1cc(/C=C2\SC(=S)N(NS(=O)(=O)c3ccccc3)C2=O)cc(OC)c1OC,-1,-1.1,0,2,101,-16,0.2,102,14
COc1ccc(N2CC(C(=O)Nc3nnc(SCC(=O)NCc4ccco4)s3)CC2=O)cc1 (configuration not stated),9,-0.8,17,-3,108,-6,0.7,104,-3
Cc1csc2c(NCCCN3CCOCC3)ncnc12,27,-0.4,47,4,136,-9,2.7,137*,9
CCOC(=O)C(Oc1ccc2c(-c3ccccc3)cc(=O)oc2c1)c1ccccc1 (configuration not stated),-2,-0.7,-7,6,102,-8,-0.4,103,34
CCOc1ccccc1NC(=O)Nc1ccc(OC)nc1,-1,/,29,-12,99,-3,/,98,9
COc1ccccc1NC(=O)c1ccc2nsnc2c1,-4,-0.2,45,-8,97,2,1.0,98,11
O=C(Cc1ccc(Cl)cc1)Nc1ccc(N2CCN(C(=O)c3ccco3)CC2)cc1,0,0.7,-14,-1,100,-11,1.4,100,3
NCCc1c(C(=O)O)[nH]c2ccc([N+](=O)[O-])cc12,-3,1.9,5,-7,104,-7,0.8,100,/
COC(=O)C1CCN(C(=O)c2ccc3oc(Cc4ccc(Cl)cc4)nc3c2)CC1,7,2.5,28,1,107,-4,9.1,100,15
O=C(NCc1ccccc1)C1=C[C@H](c2ccc(Br)cc2)C[C@H](OCCCCO)O1,-3,0.5,/,-3,99,/,-0.3,101,/
CC1CN(S(=O)(=O)c2cccc(C(=O)OCc3cc(=O)oc4cc(O)ccc34)c2)CC(C)O1 (configuration not stated),2,4.1,14,-5,100,-8,6.0,105,-4
CCN(CC)CCNC(=O)c1ccc(Cl)c(S(=O)(=O)N2CCCCCC2)c1,5,3.6,-5,-8,109,6,0.9,103,12
CC(C)(C)n1nnc(CCc2nnn(C(C)(C)C)n2)n1,1,-0.8,-20,1,101,0,1.1,101,/
Cc1ccc2[nH]c(C(=O)O)c(NC(=O)[C@@H]3C[C@@H]3c3ccccc3)c2c1,4,-0.9,12,-2,100,-14,-0.4,97,-19
CCOC1=C/C(=C/c2c(N)n3nc(S(=O)(=O)CC)sc3nc2=O)C=CC1=O,/,2.2,16,-4,/,-2,2.1,/,-54

# Complete entries as entered above. Order of values: MEKK2 mut-MEK5 | OXTR agonist | PHOSPHO1 inh | GalR3 antag | MEKK2wt PB1 HTS | GPR7 antagonist | V1R ag counter | MEKK3 PB1 HTS | NALP1 yeast inh
# CCN(CC)CCNC(=O)c1ccc(Cl)c(S(=O)(=O)N2CCCCCC2)c1 is entered as 5 | 3.6 | -5 | -8 | 109 | 6 | 0.9 | 103 | 12
# COC(=O)C1CCN(C(=O)c2ccc3oc(Cc4ccc(Cl)cc4)nc3c2)CC1 is entered as 7 | 2.5 | 28 | 1 | 107 | -4 | 9.1 | 100 | 15
# Cc1ccccc1NC(=S)NCc1cccn1C is entered as -1 | 0.7 | 14 | -4 | 101 | -4 | -0.1 | 105 | 0
# CCOC(=O)c1ccc(-n2c(C)nc3c(cnn3-c3ccc(Cl)cc3)c2=O)cc1 is entered as -2 | 1.3 | 5 | -3 | 98 | 0 | 1.4 | 99 | 17

# (further entries)
SMILES,MEKK2 mut-MEK5,OXTR agonist,PHOSPHO1 inh,GalR3 antag,MEKK2wt PB1 HTS,GPR7 antagonist,V1R ag counter,MEKK3 PB1 HTS,NALP1 yeast inh
COc1ccc(OC)c(C2CC(=O)C(C)C(c3cc(OC)ccc3OC)N2)c1 (configuration not stated),-6,-0.5,-29,-4,87,-2,0.5,85,-1
C=CCn1c(-c2ccc(OC)c(OC)c2)n[nH]c1=S,-3,0.3,-5,-4,100,-6,1.6,96,-10
O=C(CCSc1ccc(Cl)cc1)NCc1ccncc1,-2,-0.8,17,-2,99,-9,-0.2,82,10
O=C(COc1ccc2ccccc2c1)Nc1cccc2c1C(=O)NC2=O,-1,0.2,35,/,107,-2,0.6,106,17
FC(F)(F)c1cc(CCN2C(=S)NC[C@@H]2CC2CCCCC2)cc(C(F)(F)F)c1,-2,-0.2,35,-5,105,/,0.0,108,/
OCCC1CN(Cc2ccn[nH]2)CCN1Cc1ccc(F)c(F)c1 (configuration not stated),1,0.9,31,5,100,-16,1.0,102,10
O=C(O)[C@H](Cc1ccccc1)NC(=O)N1CCN(c2cccc(C(F)(F)F)c2)CC1,3,-1.1,12,-6,104,-10,-0.6,103,-14
CC(C)CCCCCCNC(=S)Nc1ccc(S(=O)(=O)N2CCOCC2)cc1,1,12,-1,-3,132,-14,10,100,10
O=C(COc1ccc2c(c1)OCO2)Nc1nnc(Cc2ccccc2)s1,-2,0.5,-105,-5,97,-3,0.4,103,0
Cc1ccnc(NC(=S)NC(=O)/C=C/c2ccc(Cl)cc2)c1,13,1.0,-11,3,104,-8,1.1,103,23
CCCn1c2ccccc2c2cnn(CC(=O)NCCCN3CCCC(C)C3)c(=O)c21 (configuration not stated),4,0.2,42,-8,103,-4,0.6,99,0
O=C(NC1CCCN(Cc2ccc(Cl)cc2)C1)C1CCC1 (configuration not stated),10,0.1,24,-9,118,-3,0.8,104,3
CCCCOc1ccc(C(NC(=O)OCC)NC(=O)OCC)cc1,-1,2.4,-10,-2,102,3,2.5,102,26
COc1ccc(C)cc1NC(=S)NNC(=O)c1c(Br)cnn1C,2,8.6,-140,-1,101,-9,9.6,100,4
COc1ccc(-c2cc(C(F)(F)F)nc(SCC(=O)NCc3cccs3)n2)cc1,0,-1.3,-11,-4,100,5,0.1,95,28
CC(=O)NN1C(=O)c2ccccc2NC1c1ccccc1 (configuration not stated),0,0.1,42,-9,104,-12,0.1,101,22
Cc1cc(=O)oc2c3c(cc(OCC(=O)NCc4cccnc4)c12)OC(C)(C)CC3,4,-1.1,24,3,107,3,-0.2,102,4
Cc1cc(C)cc(Nc2nc3c([nH]2)c(=O)n(C)c(=O)n3C)c1,3,-2.0,27,1,100,-6,-0.6,90,32*
CCCCC(CC)CNC(=O)c1[nH]c(C)c(C(C)=O)c1C (configuration not stated),0,8.8,0,-1,97,-6,9.5,98,-10
COc1cc(OC)cc(C(=O)N[C@H](C(=O)OCn2nnc3ccccc3c2=O)C(C)C)c1,-2,-0.2,7,3,97,-6,-0.1,103,6
[O-][N+]1=C(c2cccs2)CN(O)C1,7,-0.1,15,-5,102,-6,-0.7,102,8
CCOC(=O)c1nn(-c2ccc(F)cc2)c(=O)c2c(N)scc12,-14,0.5,24,-5,85,-14,-0.7,104,2
COc1cc(C(=O)NCCNc2nc3ccc(C)cc3cc2C#N)cc(OC)c1OC,0,-1.6,/,-3,102,-8,-0.8,99,3
O=C(NCc1ccccc1)N1CCC(n2cnc3cc(F)ccc32)CC1,-1,-0.3,7,-4,100,2,0.1,98,2
CC(C)c1ccccc1-n1c(SCC(=O)c2ccc3c(c2)NC(=O)CO3)nc2ccccc2c1=O,11,-1.2,3,-2,109,-7,1.1,112,-7
C/C(=N\NC(=O)c1ccc(-c2ccccc2)cc1)c1ccco1,-2,-0.4,28,-8,96,-14,1.1,100,-1
COc1ccc(-c2nc3ccccc3c(=O)n2O)cc1,3,-1.3,24,-10,103,-9,-0.5,100,18
CCCN(C(=O)c1cn(C)c(=O)c2ccccc12)c1ccccc1C,2,-0.8,10,-10,99,-8,-0.6,99,-7
Cc1ccccc1NC(=O)CN1CCC(C(=O)c2ccc3c(c2)OCCO3)CC1,4,0.8,32,-9,99,-2,5.9,102,-5
CC1=NNC(=O)C1CCC(=O)N/N=C/c1c(Cl)cccc1Cl (configuration not stated),-8,0.6,65*,1,93,16,0.0,91,-14
O=C(COc1ccccc1[N+](=O)[O-])N/N=C/C=C/c1ccco1,/,-0.1,18,1,/,-9,-0.5,/,3
CC(C)(C)c1cc(=O)n2c(nc3ccccc32)[nH]1,-10,-1.3,9,-8,90,-14,0.1,89,-4
O=C(C[n+]1cc(-c2ccc(F)cc2)n2c1CCC2)c1cccs1,1,0.2,28,1,105,-9,-0.2,104,-4
O=C(/C=C/c1ccc([N+](=O)[O-])cc1)NCc1ccco1,12,-1.8,-4,-4,102,3,0.1,99,11
COc1cc(/C=C/C(=O)O)ccc1OCc1ccccc1C#N,-2,0.8,-15,3,94,-4,0.7,87,33
CSCCC(NC(=O)OC(C)(C)C)C(=O)NC(C(=O)NC(CC(C)C)C(N)=O)C(C)C (configuration not stated),-4,-0.1,37,-4,92,5,-0.1,90,17
Oc1cccc(NC(=S)Nc2ccc(SC(F)F)cc2)c1,1,1.8,-7,5,110,-5,0.8,106,11
Cc1nnc(SCCn2c(N3CCCC(C)C3)nc3c2c(=O)n(C)c(=O)n3C)s1 (configuration not stated),6,0.6,20,/,106,9,1.2,106,/
COc1cc(CNC2CCCC2)cc(OC)c1OC,1,0.7,-13,2,97,-3,-0.5,101,11
COc1cccc2cc(C(=O)C3=C(O)C(=O)N(CCN4CCOCC4)C3c3ccc(Cl)cc3)oc12 (configuration not stated),2,-0.6,12,-5,94,14,-0.6,99,-5
CCn1c(SCC(=O)N2CCN(c3ccccc3)CC2)nc2c([nH]c3ccccc32)c1=O,13,-1.1,26,-2,112,-15,-0.8,107,2
COc1ccc(C(C2C(=O)CC(C)(C)CC2=O)C2C(=O)CC(C)(C)CC2=O)cc1,5,-0.9,20,-1,103,-12,0.6,106,-51
O=C(CN1CC[n+]2c(-c3ccccc3)csc21)c1ccc(Br)cc1,-25,-0.4,2,1,90,7,1.0,85,22
COc1cccc(/C=N/NC(=O)c2csc(-n3nc(C)cc3C(F)(F)F)n2)c1,-7,-1.5,1,-5,85,-5,1.0,84,/
COCCN1C(=O)c2ccc(C(=O)NCc3ccco3)cc2C1=O,5,0.4,41,-3,107,-12,0.1,104,5
CCN(CC)C(=O)Oc1ccc2ccccc2c1Br,4,-3.2,30,-5,104,-23,-1.6,104,4
O=C(Nc1ccccc1N1CCCC1)c1cccc(Cl)c1Cl,-26,-2.5,15,1,86,-8,-2.2,88,-12
O=C(Cn1cnc2ccccc21)Nc1ccc(C(=O)O)cc1,0,1.1,5,-2,98,4,0.3,94,-7
N#CCOC(=O)[C@H](Cc1ccccc1)N1C(=O)c2ccccc2C1=O,6,0.0,50,4,107,0,0.4,103,-4
O=C(O)COCC(=O)N1CCc2c([nH]c3ccccc23)C1C(F)(F)F (configuration not stated),-4,-0.2,/,-5,100,-12,1.7,101,12
O=[N+]([O-])c1ccc2nc(-c3ccc(Cl)cc3)[nH]c2c1,-1,6.3,4,-4,98,24*,7.2,98,30
CCc1cc2c(SCC(=O)O)ncnc2s1,4,0.7,-2,-7,101,-10,-0.3,100,16
Cc1cc2ccccn2c1C(=O)Nc1ccccc1,3,-2.8,39,-3,109,-20,-0.8,109,1
O=C(OCc1ccc(-c2ccccc2)cc1)c1cccc(O)c1,4,0.3,13,-3,113,-3,0.2,105,-4
O=S(=O)(c1ccccc1)n1ccc(-c2cnc(-c3ccccc3)s2)n1,4,-0.9,36,-4,122,-12,0.0,129*,22
O=C(CCNC(=O)c1ccccc1Cl)NC1=NCCS1,2,0.6,42,-4,103,-10,-0.6,107,14
CCOc1ccccc1C(=O)NC1CCNCC1,4,-0.3,15,-10,112,-14,0.2,108,8
